High-throughput results (PubChem)
TNAP activation fold = human TNAP enzyme activators, primary screen, biochemical, luminescent, no phosphate acceptor, uHTS (AID 1001) | purified TNAP, luminescent activation assay, no phosphate acceptor; higher activation fold means a stronger effect | activation fold at 20 µM, or EC50 in µM where a hit was titrated | actives 0.03% (n = 200,000); in the data active = activation fold from about 3, or a potency from the dose series; inactive = the rest, 99 in 100 with activation fold below about 1.6; also: many of its hits are not listed in these tables
MT stabilize HCS = microtubule stabilizers in HeLa cells; actives 0.83% (n = 200,000); HeLa tubulin immunostaining HCS, 24 h; share of cells brighter than vehicle mean+2SD; % tubulin-high responders, % at 10 µM;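 active = plate Z-score above 3 for both tubulin-high and condensed-nucleus cell shares, with cell loss under 80%, at 10 µM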;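 also: anti alpha tubulin signal scored within the nucleus-defined area of each cell; some results filed as inactive read as strong as hits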
human PMI inhibition = MPI enzyme activity inhibition – biochemical, fluorescence intensity, coupled assay, primary screen (AID 1209) | purified PMI enzyme, coupled fluorescence intensity; higher % means a stronger effect | one-dose inhibition, % at 20 µM; IC50 in µM for titrated hits | actives 0.42% (n = 190,000);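 also: plate controls were DMSO vehicle for no effect and wells lacking substrate for full effect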
bCat nuc transl = modulators of beta-catenin nuclear translocation. HeLa beta-catenin nuclear translocation, immunofluorescence imaging. actives 0.3% (n = 190,000). AID 1665. nuclear translocation activity, % at 5 µM;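 active = nuclear translocation activity above 50% at 5 µM, with a well cell count of 50 or more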;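 also: per-cell ratio of nuclear to cytoplasmic median beta-catenin stain intensity; plate controls were DMSO negative control for no effect and GSK-3 inhibitor IX positive control for full effect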
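System: HeLa cells, endogenous beta-catenin; compound dosing: 5 µM primary single dose, 0.1% DMSO, 0.02–20 µM confirmation series; incubation: 24 h compound exposure at 37°C, 5% CO2; signal: beta-catenin immunofluorescence imaging with DAPI; evaluation: % activation, nuclear-to-cytoplasmic median beta-catenin signal ratio per cell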
Autophagy HCS = modulators of autophagy; MEF GFP-LC3 puncta imaging; test concentration mostly 10 µM; AID 463193; actives 0.98% (n = 190,000); calls only at 10 µM (by protocol);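 active = percentage of spot-positive cells more than 3 SD above its plate mean, without a fluorescence outlier flag or 80% toxicity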;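 also: spot-positive cell cutoff set from DMSO-treated cells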
T cell modulator = T cell immune modulators affecting CD8 T cell-vesicle binding; 2C CD8+ T cell-vesicle binding, flow cytometry; active compounds read low; calls only at 7 µM; actives 0.068% (n = 330,000); AID 2052;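 active = response, share of CD8 T cells binding vesicles, and their 90th percentile fluorescence all below set limits, cut at about 80% in these data, passing the limit was not always enough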
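material = purified 2C TCR transgenic mouse naive CD8+ T cells | controls = Unloaded micro-vesicles (low), QL9 vesicles with 0.7% DMSO (high) | detection = cytometric PE anti-B7-1 and Alexa647 anti-CD8 signals after 1% paraformaldehyde fixation | incubation = binding step 1.5 h, 37 °C, antibody labelling 20 min, ice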
Hep lipid drop = hepatic lipid droplet formation modulation; AML12 mouse hepatocytes, oleate lipid droplets, BODIPY imaging; inhibition, % at 6.5 µM; actives 0.4% (n = 240,000); AID 1656;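 active = lipid droplet intensity inhibited by at least 50%, with more than 500 cells counted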
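Test system: AML12 hepatocytes (mouse); reagent: oleate loading, 100 µM; dosing: one dose, 6.5 µM compound; incubation: overnight exposure; signal: fluorescence imaging, 20x objective, two fields per well; read-out basis: % inhibition of corrected integrated BODIPY droplet signal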
Insulin prom up = MIN6 insulin promoter up-regulation; MIN6 insulin promoter-GFP reporter, high-content imaging; active compounds read high; z-score at 5 µM; actives 0.3% (n = 190,000); AID 1625;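 active = z-score above 3 at 5 µM with at least 500 cells counted in the well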
PMI inhibition = MPI inhibition at elevated mannose 6-phosphate – biochemical, fluorescence intensity, high mannose 6-phosphate, primary screen (AID 1220); inhibition, % at 20 µM, or IC50 in µM where a hit was titrated; recombinant PMI enzyme, coupled fluorescence intensity; higher % means a stronger effect; actives 0.66% (n = 190,000)
Insulin prom up cell count = recorded beside Insulin prom up, whose call it bears; cell count; measured here: cytotoxicity, nuclei count;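 total cells summed across four imaged fields per well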
Hep lipid drop cells 6.5 µM = second read-out of Hep lipid drop, no call of its own (marks repeat the call); cell count; measured here: cell count, cytotoxicity flag;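 cells counted across two imaged fields per well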
bCat nuc transl cell count 5 µM = second read-out of bCat nuc transl, no call of its own (marks repeat the call); cell count; measured here: cell count, cytotoxicity flag
T cell modulator vesicle-bound % = also measured in T cell modulator; calls as there; double positive events, %; measured here: CD8+ vesicle-bound cell fraction;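 binding gate set so that unloaded-vesicle control wells show 10% double positive cells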
MT stabilize HCS Hoechst-high % = second read-out of MT stabilize HCS, no call of its own (marks repeat the call); % Hoechst-high responders; measured here: nuclear condensation Hoechst responders;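 share of cells brighter than vehicle mean plus two SD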
MT stabilize HCS cytotoxicity % = recorded beside MT stabilize HCS, whose call it bears; toxicity, %; measured here: cytotoxicity by cell density;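 0% = mean cell density of plate MIN control wells and 100% = no cells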
Autophagy HCS cell loss 18 h = further read-out of Autophagy HCS, marked with its call; toxicity, %; measured here: cell loss, nuclei count;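 cell loss after 18 h compound exposure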
* = called active by the depositor; i = inactive; . = no result given; + = active, no number. Rule as the data show it, unless noted: active = inhibition above about 50%; inactive = the rest.

structure	TNAP activation fold	MT stabilize HCS	MT stabilize HCS Hoechst-high %	MT stabilize HCS cytotoxicity %	human PMI inhibition	bCat nuc transl	bCat nuc transl cell count 5 µM	Autophagy HCS	Autophagy HCS cell loss 18 h	T cell modulator	T cell modulator vesicle-bound %	Hep lipid drop	Hep lipid drop cells 6.5 µM	Insulin prom up	Insulin prom up cell count	PMI inhibition
CCN(CC)C(=O)COc1ccc(C=O)cc1OC	1	4.1	2.2	6.2	7%	-1.1	895	i	5	i	41	7	552	0.06	2249	-2%
CC1CN(C(=O)c2cnn3c(C(F)F)cc(-c4ccccc4)nc23)CC(C)O1 (stereo not given)	1.1	2.7	2.5	8.2	12%	-0.8	1200	i	-3	i	26	-44	727	0.24	1255	7%
O=C(Nc1ccc2c(c1)nc1n2CCOC1)C1CCCCC1	1.1	2.9	3.1	8.2	11%	-4.9	991	i	3	i	4	.	.	-0.09	1134	9%
CC(C)(CO)NC(=O)CC1C(=O)NCCN1Cc1ccc(-c2ccccc2)cc1 (stereo not given)	1.1	2.4	1.5	11	-4%	1.0	1678	i	-3	i	33	5	677	0.11	1491	5%
CCS(=O)(=O)N1CCC(C(=O)N2CCN(c3ccccc3)CC2)CC1	1.1	3.4	1.9	9.8	14%	-0.9	1009	i	7	i	18	-2	819	1.1	1184	13%
CCn1c(SCC(=O)c2ccc(O)c(O)c2)nnc1-c1ccccc1OC	0.6	2.2	2.0	6.8	14%	-0.8	1147	i	-5	i	15	.	.	0.03	1255	-2%
O=S(=O)(NCCc1ccccn1)c1ccc(-c2ccccn2)s1	.	.	.	.	.	-4.4	1132	.	.	i	42	1	706	0.28	1475	.
Cc1cnc(C(=O)OCC(=O)NCCCc2ccccc2)cn1	1.1	3.2	1.9	1.6	-4%	-1.1	1154	i	14	i	26	-7	669	0.03	1197	2%
O=C(Nc1nccs1)C1CCCN1S(=O)(=O)c1ccc(Cl)cc1 (stereo not given)	1.1	3.4	1.6	7.4	7%	-2.0	852	i	4	i	26	.	.	0	1009	7%
COc1ccc(C(=O)N2CC(=O)Nc3ccccc32)cc1S(=O)(=O)N1CCOCC1	.	.	.	.	.	1.8	1246	.	.	i	38	-3	689	-0.05	995	.
Cc1ccc(N(CC(=O)NC(C)(C)C)C(=O)CS(=O)CC(=O)Nc2ccc3c(c2)OCO3)cc1 (stereo not given)	1.1	2.9	2.5	9.5	5%	3.3	926	i	-1	i	40	-2	671	0.87	1561	8%
Cc1c(N2C(=O)c3cccc4cccc(c34)C2=O)cnn1C	.	.	.	.	.	0.3	1363	.	.	i	20	6	671	0.05	1124	.
Cc1cc2nc(-c3cccc(NC(=O)c4ccc(Br)o4)c3C)oc2cc1C	1	4.0	3.1	5.9	1%	-0.3	1104	i	1	i	11	.	.	0.17	1296	-3%
CCC(CC)C1=NN2C(=N)/C(=C\c3cc(C)n(-c4cccc(C)c4)c3C)C(=O)N=C2S1	0.9	2.8	2.6	8.7	-6%	-0.4	898	+	3.2*	i	11	1	671	0.38	1314	0%
Cc1ccccc1-c1ncc(CN2CCN(C3CCCC3)C(CCO)C2)cn1 (stereo not given)	1.1	3.1	2.1	2.6	7%	5.8	926	i	12	i	60	-15	711	0.26	1447	8%
O=C1c2ccccc2C(=O)N1CC(O)CN1CCOCC1 (stereo not given)	1.1	2.2	2.7	9.1	0%	-4.9	519	i	-5	i	44	-2	756	.	.	-5%
COc1ccc(CCNC(=O)/C(C#N)=C/c2ccc(OCC(=O)NCC3CCCO3)cc2)cc1OC (stereo not given)	1	1.4	1.7	9.1	0%	-3.7	999	i	-16	i	32	-1	708	0.09	1692	2%
COc1ccc2cc(C(C)c3nc4ccccc4c(=O)n3N)ccc2c1 (stereo not given)	1	4.3	3.0	3.2	5%	1.2	558	i	4	i	49	0	566	0.15	1292	6%
Cc1cc2oc(C(=O)N(Cc3ccccc3)c3ccccn3)cc(=O)c2cc1Cl	.	.	.	.	.	0.1	1278	.	.	i	44	-1	647	0.25	942	.
CCCCC1CC(CSc2ncn[nH]2)OC1=O (stereo not given)	0.9	2.8	1.8	9.2	-9%	1.7	1133	i	8	i	20	.	.	-0.61	1078	-1%

(further entries)
structure	TNAP activation fold	MT stabilize HCS	MT stabilize HCS Hoechst-high %	MT stabilize HCS cytotoxicity %	human PMI inhibition	bCat nuc transl	bCat nuc transl cell count 5 µM	Autophagy HCS	Autophagy HCS cell loss 18 h	T cell modulator	T cell modulator vesicle-bound %	Hep lipid drop	Hep lipid drop cells 6.5 µM	Insulin prom up	Insulin prom up cell count	PMI inhibition
O=C(c1ccccc1-n1cccc1)N1N=C(C(F)F)CC1(O)C(F)F (stereo not given)	1	1.0	3.2	12	-8%	-2.3	540	i	1	i	47	1	708	0.05	1335	-11%
Fc1cccc(Cl)c1CNc1ccc(N2CCCC2)cc1	1	3.0	1.2	5.8	87%*	-4.2	1140	i	-35	i	53	5	660	0.24	1547	31µM*
COC(=O)C/C=C/[C@@H](C)[C@@H](/C=N/OC[C@H]1O[C@H](c2ccccc2)C=C[C@@H]1Oc1ccc(OC)cc1)OC	1	3.2	1.7	10	2%	.	.	i	-3	.	.	-47	677	-0.18	1360	2%
CCOc1ccc(NC(=O)CN2C(=O)C3CCCN3C2=O)cc1 (stereo not given)	1	5.1	0.8	6.8	8%	-0.4	1062	.	.	i	27	-1	567	1.6	1779	3%
COc1ccc(NC(=O)NNC(=O)c2ccc(Cl)cc2Cl)cc1OC	1.3	1.8	1.9	3.9	-1%	-2.4	1077	i	3	i	6	.	.	-0.2	1218	13%
COc1ccc(NS(=O)(=O)c2cc(NC(=O)C3CC3)ccc2N2CCOCC2)cc1	1	3.5	1.1	3.8	9%	-4.1	1099	i	-5	i	68	2	669	-0.23	1561	12%
CCCCCn1c(=O)c(F)cn(Cc2ccc(OC)c([N+](=O)[O-])c2)c1=O	1	2.6	2.4	7.5	-7%	-0.4	1344	i	13	i	31	.	.	-0.87	1389	10%
c1ccc(CSCCc2ccncc2)cc1	0.7	1.1	1.3	9.4	4%	-17	1304	i	2	i	40	8	748	.	.	-1%
CN(C)S(=O)(=O)c1ccc(C(=O)NCc2ccco2)cc1	1.1	1.5	1.5	5.3	16%	-1.0	1057	i	-2	i	64	-12	708	.	.	14%
O=C(CSc1ccc(-c2ccc(Br)cc2)nn1)N1CCOCC1	1.1	4.0	1.6	7.6	-2%	2.5	1182	i	6	i	28	8	691	.	.	6%
CCOc1c(C(=O)CC)cc2c(C)cc(=O)oc2c1C	0.9	2.4	1.7	2.1	-14%	-0.7	1051	i	-4	i	42	-6	781	.	.	-13%
Cc1nc(NC(=O)c2ccco2)sc1-c1csc(Nc2ccc(Cl)cc2)n1	1.1	2.8	1.5	5.9	30%	1.3	1355	i	-4	i	8	.	.	-1.8	1544	35%
CC1CCC(NCC(=O)Nc2cccc(S(N)(=O)=O)c2)CC1 (stereo not given)	1.1	4.0	1.4	22	-3%	10	1141	i	1	i	35	-7	711	-0.12	1117	-4%
N#Cc1c(/N=C\c2ccc(O)c([N+](=O)[O-])c2)sc2c1CCCC2	1.1	2.8	3.0	1.6	6%	-1.6	1051	i	0	i	51	9	740	1.9	1011	5%
CNc1nc(-c2ccccc2)[n+](-c2ccc(C)cc2)s1	1.1	6.9	2.8	6.4	90%*	0.2	981	i	9	i	48	6	675	1.1	1412	6.9µM*
CN(C)C=NC(=O)c1cc(C(=O)c2ccc(Cl)cc2)c[nH]1	1	1.3	2.8	6.9	3%	-0.8	855	i	-2	i	40	4	386	0.2	1597	5%
CCCCC(=O)Nc1ccc(NC(=O)c2cnccn2)cn1	1	3.7	1.2	7.1	3%	-0.2	1463	i	-22	i	23	2	732	-0.02	1432	12%
Cc1cccc(N2CC(C(=O)Nc3nnc(SCC(=O)Nc4nccs4)s3)CC2=O)c1 (stereo not given)	1.1	1.0	1.2	2.6	-35%	-0.6	1034	i	-11	i	13	-4	618	-0.4	1269	-34%
CC(C)c1nnc(NC(=O)Cc2ccccc2[N+](=O)[O-])s1	1.1	5.6	3.3	2.4	-3%	0.5	533	i	20	i	42	-2	696	0.08	1315	-1%
O=C(c1ccccc1F)N1CCN(c2cnn(-c3cccc(Cl)c3)c(=O)c2Cl)CC1	1	5.0	2.7	9.2	-9%	6.3	909	i	13	i	47	3	716	-0.51	1421	-5%
CCn1ncc(/C=N\NC(=O)c2csc3ccccc23)c1C	1	48*	29*	40*	-5%	129*	733*	i	22	i	37	.	.	-1	1415	2%

Whole records from above. Values in the order: TNAP activation fold, MT stabilize HCS, MT stabilize HCS Hoechst-high %, MT stabilize HCS cytotoxicity %, human PMI inhibition, bCat nuc transl, bCat nuc transl cell count 5 µM, Autophagy HCS, Autophagy HCS cell loss 18 h, T cell modulator, T cell modulator vesicle-bound %, Hep lipid drop, Hep lipid drop cells 6.5 µM, Insulin prom up, Insulin prom up cell count, PMI inhibition
O=C(Nc1ccc2c(c1)nc1n2CCOC1)C1CCCCC1 reads 1.1, 2.9, 3.1, 8.2, 11%, -4.9, 991, i, 3, i, 4, ., ., -0.09, 1134, 9%
CCOc1ccc(NC(=O)CN2C(=O)C3CCCN3C2=O)cc1 (stereo not given) reads 1, 5.1, 0.8, 6.8, 8%, -0.4, 1062, ., ., i, 27, -1, 567, 1.6, 1779, 3%
Cc1ccccc1-c1ncc(CN2CCN(C3CCCC3)C(CCO)C2)cn1 (stereo not given) reads 1.1, 3.1, 2.1, 2.6, 7%, 5.8, 926, i, 12, i, 60, -15, 711, 0.26, 1447, 8%
CCS(=O)(=O)N1CCC(C(=O)N2CCN(c3ccccc3)CC2)CC1 reads 1.1, 3.4, 1.9, 9.8, 14%, -0.9, 1009, i, 7, i, 18, -2, 819, 1.1, 1184, 13%
CN(C)C=NC(=O)c1cc(C(=O)c2ccc(Cl)cc2)c[nH]1 reads 1, 1.3, 2.8, 6.9, 3%, -0.8, 855, i, -2, i, 40, 4, 386, 0.2, 1597, 5%
